Assay outcomes: PubChem, several laboratories
TR-FRET SRC-2 ct = flags TR-FRET format artefacts in PPARgamma SRC-2 recruitment agonist screen; TR-FRET artefact counter-screen; stronger effect = higher value; TR-FRET ratio at 8 µM; 0.4% of 200,000 active; in the data active means TR-FRET ratio above about 2000; further: inactives centre near 1500; reference of the scale not given here
bIAP inhibitor = intestinal alkaline phosphatase (bovine) inhibition. inhibition, % at 20 µM. AID 1019. 190,000 tested, under 10 active. purified bovine IAP, CDP-star luminescence, 30 min;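 active means over 50% inhibition of intestinal alkaline phosphatase at 20 µM in the single-dose screen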
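System: Purified bovine intestinal alkaline phosphatase (IAP) enzyme | Input: IAP diluted 1/65,000,000 in the well | Also added: CDP-star chemiluminescent phosphatase substrate, 30 µM final | Dosing: 20 µM single dose | Times: Enzyme reaction for 30 min at room temperature | Detection: Luminescence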
ROMK mod = human ROMK K+ channel modulation, primary screen; P48048; Tet-inducible ROMK, thallium flux fluorescence; actives lie on both sides; B-score at 10 µM; 2% of 130,000 active;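 active means signal ratio slope over the read window, or its plate-corrected B-score, at least 3 SD from the plate mean, either direction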;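 further: B-score of the F/F0 ratio slope over 7 to 12 s after thallium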
RAM network inh = blocks the yeast RAM network. S. cerevisiae dse1pr::URA3 reporter, 5-FOA growth OD615, 2 d; analog-sensitive cbk1-as2 kinase mutant strain. 1.8% of 190,000 active. inhibition, % at 50 µM;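 active means inhibition above a set limit, 3 SD over mean compound inhibition, cut at about 8.4% in these data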;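 further: 0% = DMSO-only wells with no growth and 100% = 10 µM 1-NA-PP1 full growth; inhibition rescues growth on 5-FOA so higher OD means more RAM inhibition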
Redox H2O2 prof = compounds producing H2O2 with reducing agent – biochemical, NIH compound library profiling, artefact control for MLSCN library redox annotation, primary screen; activation, % at 10 µM; DTT-dependent redox cycling H2O2, phenol red/HRP absorbance; 100% = 100 µM peroxide control, 0% = buffer; AID 878; 0.03% of 200,000 active;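 active means activation of at least 50% relative to the plate's high and low controls in the primary single-dose screen; inactive means activation below 50%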;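 further: compound incubated with DTT at 0.8 mM final as the reducing agent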
PPARg SRC-3 ag = PPARgamma-driven SRC-3 recruitment agonism; biochemical PPARgamma/SRC-3 coactivator recruitment assay; 0.26% of 200,000 active; activation, % at 8 µM; in the data active means activation above about 23%;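 further: 0% = DMSO and 100% = reference agonist; some compounds past the cut are filed as inactive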
Target sequence (P37231 whole entry, looked up): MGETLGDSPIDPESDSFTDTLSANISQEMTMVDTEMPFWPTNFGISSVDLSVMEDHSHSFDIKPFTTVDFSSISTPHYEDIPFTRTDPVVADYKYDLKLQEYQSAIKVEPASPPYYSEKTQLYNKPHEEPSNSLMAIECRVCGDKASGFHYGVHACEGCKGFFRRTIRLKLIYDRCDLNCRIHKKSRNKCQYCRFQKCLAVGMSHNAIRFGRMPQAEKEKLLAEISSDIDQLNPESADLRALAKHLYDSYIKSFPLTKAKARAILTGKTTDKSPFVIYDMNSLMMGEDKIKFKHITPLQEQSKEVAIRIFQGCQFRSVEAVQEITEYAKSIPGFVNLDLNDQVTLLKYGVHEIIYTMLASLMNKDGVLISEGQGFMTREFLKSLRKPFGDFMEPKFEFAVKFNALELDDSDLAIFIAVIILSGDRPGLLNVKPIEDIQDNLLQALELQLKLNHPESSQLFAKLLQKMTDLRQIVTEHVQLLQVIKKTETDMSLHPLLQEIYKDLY
Lmaj promast = inhibitors of Leishmania major promastigote growth. 9% of 200,000 active. Leishmania major promastigotes, resazurin fluorescence viability. inhibition, % at 10 µM; in the data active means inhibition above about 50%;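 further: promastigotes grown with compound for 44 hours at 28 °C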
PPARg SRC1 recr = PPARgamma-driven SRC-1 recruitment agonism; 0.41% of 200,000 active; activation, % at 8 µM; AID 631; PPARgamma-SRC-1 coactivator recruitment biochemical assay; P37231; in the data active means activation above about 19%;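 further: 0% = DMSO and 100% = reference agonist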
PPARg SRC-2 ag = PPARgamma-driven SRC-2 recruitment agonism; P37231; PPARgamma LBD-SRC-2 recruitment, biochemical; activation, % at 8 µM; 0.34% of 200,000 active; in the data active means activation above about 22%;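 further: 0% = vehicle and 100% = reference agonist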
S1P3 antag = blocks the human S1P3 receptor | Q99500 | CHO S1P3 NFAT-BLA reporter, FRET fluorescence, antagonist mode | inhibition, % at 4.98 µM | 0.27% of 170,000 active | AID 485;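 active means inhibition above the plate cutoff, the mean inhibition of test wells on that plate plus 3 SD, cut at about 28% in these data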;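 further: cells challenged with S1P at its EC80 of 0.8 µM; blue over green emission ratio from cleaved BLA substrate after 4 h stimulation; 0% = S1P-stimulated wells and 100% = unstimulated DMSO-only wells; some compounds past the cut are filed as inactive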
Target sequence (Q99500 whole entry, looked up): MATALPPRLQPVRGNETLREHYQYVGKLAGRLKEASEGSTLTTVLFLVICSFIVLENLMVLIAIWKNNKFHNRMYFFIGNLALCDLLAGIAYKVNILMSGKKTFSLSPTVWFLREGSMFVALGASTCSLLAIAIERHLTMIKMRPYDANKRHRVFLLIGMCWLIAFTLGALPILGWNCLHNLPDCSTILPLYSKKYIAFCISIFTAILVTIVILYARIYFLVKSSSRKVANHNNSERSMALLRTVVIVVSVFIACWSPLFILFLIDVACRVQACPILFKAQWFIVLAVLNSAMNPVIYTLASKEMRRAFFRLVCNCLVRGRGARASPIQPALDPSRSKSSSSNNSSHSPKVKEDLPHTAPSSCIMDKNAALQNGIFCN
HMGR II inh = inhibitors of class II HMG-CoA reductase from Enterococcus faecalis. purified E. faecalis HMGR, NADPH absorbance 340 nm kinetic. inhibition, % at 10 µM. 0.41% of 190,000 active. AID 1066;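 active means inhibition above a set limit, the median over all tested compounds plus 3 SD, cut at about 9.5% in these data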;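 further: enzyme runs in reverse so mevalonate oxidation gives rising NADPH absorbance; 0% = complete reaction with DMSO and 100% = background rate lacking mevalonate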
* hit, by the source's call; · = not tested or not shown.

The first 5 compounds, ahead of the listing:
SMILES	TR-FRET SRC-2 ct	bIAP inhibitor	ROMK mod	RAM network inh	Redox H2O2 prof	PPARg SRC-3 ag	Lmaj promast	PPARg SRC1 recr	PPARg SRC-2 ag	S1P3 antag	HMGR II inh
C#Cc1ccc([C@@H]2C=C(C(=O)O)O[C@H](OCc3ccc(CO)cc3)C2)cc1	1581	-2	·	2.0	0.2	3	-8	-5	10	-12	-5
O=C(C[n+]1cccc(NC(=O)c2ccccc2)c1)c1cccc([N+](=O)[O-])c1	1626	-5	-1.6	0.4	0.1	2	-9	3	7	-8	-4
O=C(CN1C(=O)NC2(CCCCC2)C1=O)NCCC1=CCCCC1	1407	19	·	1.5	-0.6	-2	-7	1	-2	8	-7
CC(=O)Nc1ccc(OCC(=O)c2ccc(C)cc2C)cc1	1429	4	·	0.8	1.2	2	12	-3	-1	·	-7
CCCCc1c(C(=O)O)cc(OC)cc1C(=O)O	1421	-5	-0.43	0.2	-0.1	-3	-6	-6	6	1	-4

All compounds of this part, from the start:
SMILES	TR-FRET SRC-2 ct	bIAP inhibitor	ROMK mod	RAM network inh	Redox H2O2 prof	PPARg SRC-3 ag	Lmaj promast	PPARg SRC1 recr	PPARg SRC-2 ag	S1P3 antag	HMGR II inh
C#Cc1ccc([C@@H]2C=C(C(=O)O)O[C@H](OCc3ccc(CO)cc3)C2)cc1	1581	-2	·	2.0	0.2	3	-8	-5	10	-12	-5
O=C(C[n+]1cccc(NC(=O)c2ccccc2)c1)c1cccc([N+](=O)[O-])c1	1626	-5	-1.6	0.4	0.1	2	-9	3	7	-8	-4
O=C(CN1C(=O)NC2(CCCCC2)C1=O)NCCC1=CCCCC1	1407	19	·	1.5	-0.6	-2	-7	1	-2	8	-7
CC(=O)Nc1ccc(OCC(=O)c2ccc(C)cc2C)cc1	1429	4	·	0.8	1.2	2	12	-3	-1	·	-7
CCCCc1c(C(=O)O)cc(OC)cc1C(=O)O	1421	-5	-0.43	0.2	-0.1	-3	-6	-6	6	1	-4
O=C(COc1ccc(Cl)cc1)Nc1ncccn1	1730	8	-1.7	-0.2	0.0	7	-2	-1	-3	-18	-5
CCOC(=O)/C(C#N)=C1/SC(C)C(=O)N1c1ccc(Br)cc1 (centres undefined)	1575	-5	·	0.1	1.6	8	-11	11	18	·	-3
Cc1nc2ccccc2c(=O)n1NS(C)(=O)=O	1481	-2	·	1.3	2.9	-4	5	-3	2	6	-1
CC(C)c1ccc(NC(=O)CCN2C(=O)c3ccc([N+](=O)[O-])cc3C2=O)cc1	1480	1	·	2.0	-1.0	3	-3	-3	2	·	-5
c1nc(COc2nsnc2N2CCOCC2)cs1	1352	4	0.88	1.9	0.8	-5	0	0	-2	9	0
CC(=O)C1=C(O)CC(C)(C)CC1=NCCc1nc2ccccc2[nH]1	1461	-3	-0.91	1.1	-0.6	4	-2	6	0	-15	-3
O=C(Cn1c2ccccc2c2nc3n(c(=O)c21)CCS3)Nc1ccccc1C(F)(F)F	1523	10	-3.2*	1.4	0.0	1	3	8	5	-3	-2
CCOC(=O)C1CCN(C(=O)Nc2ccccc2Cl)CC1	1543	2	·	0.7	-2.6	-4	-8	3	3	6	-1
N#CCCn1nc(-c2ccccc2)cc1Nc1ccccc1NC(=O)C(F)(F)F	1507	0	-0.92	4.1	0.2	4	14	-3	-2	-15	-2
CC(C)CC(=O)Nc1sc2c(c1C(=O)O)CCCCC2	1446	11	0.87	-1.0	0.5	4	-9	-1	-1	-3	5
CC(C)c1ccc(Oc2cccc(C(=O)/C(C#N)=C/N(C)C)c2)cc1	1492	-2	-1.6	1.4	0.2	10	-9	-2	18	·	-9
Cc1nnc(NC(=O)NC(C)N2C(=O)C3C4C=CC(C4)C3C2=O)s1 (centres undefined)	1537	4	·	1.1	1.6	1	-6	-3	12	-2	2
CCCCn1c(N)c(NCc2ccccc2OC)c(=O)[nH]c1=O	1348	9	0.34	2.9	-2.2	-3	4	-7	-1	-12	-5
COc1ccc(C)cc1NC(=O)CNc1ccc(C(C)=O)cc1	1698	14	0.81	2.6	-0.4	2	8	5	13	-19	-2
COc1ccc(C(=O)c2ncc(C(F)(F)F)cc2Cl)cc1	1452	-3	0.55	2.1	-1.1	1	-18	6	1	-6	-8
CCn1cc([N+](=O)[O-])c(C(=O)N2N=C(c3ccc(O)c(OC)c3)CC2c2ccccc2O)n1 (centres undefined)	1421	3	-0.028	0.7	-0.3	1	10	1	3	5	-3
Cc1cccc(NC(=S)NNC(=O)CCn2nc(C)c([N+](=O)[O-])c2C)c1	1585	-2	·	-1.2	1.1	8	-1	-7	7	·	-3
O=C(CCCSc1nc2ccccc2s1)Nc1nccs1	1546	15	-0.92	2.0	-0.5	13	11	16	22	-11	-4
CCOc1ccccc1NC(=O)CSc1nnc(-c2ccco2)n1Cc1ccco1	1339	-15	0.88	-0.2	-0.3	-5	13	0	-5	·	-1
COc1ccc(N2CCN(C(CNC(=O)C(=O)NCCc3c[nH]c4ccccc34)c3ccco3)CC2)cc1 (centres undefined)	1471	-4	-0.0082	4.5	0.0	0	65*	1	-3	1	1
Other results.
SMILES	TR-FRET SRC-2 ct	bIAP inhibitor	ROMK mod	RAM network inh	Redox H2O2 prof	PPARg SRC-3 ag	Lmaj promast	PPARg SRC1 recr	PPARg SRC-2 ag	S1P3 antag	HMGR II inh
COc1ccc(NC(=O)CC2(Cc3ccccc3)CCOC(C)(C)C2)cc1 (centres undefined)	1545	-7	·	0.2	-0.3	3	55*	3	-3	-12	-1
CS(=O)(=O)N1CCC(C(=O)Nc2ccc3c(c2)OCO3)CC1	1665	8	0.12	2.4	0.2	3	-4	1	2	·	-1
CCOC(=O)c1c(C)oc2c(F)c(F)c(F)c(F)c2c1=O	1557	4	·	-0.9	2.4	8	-3	6	12	-29	1
CC/C(=N\N=C1\SC(C)C(=O)N1Cc1ccco1)c1ccccc1 (centres undefined)	1512	0	·	1.4	-0.1	-3	19	0	-1	-4	-4
CSC(=Nc1cccc(C)c1)NC#N	1514	3	0.81	0.5	-0.7	2	4	4	3	-27	1
COc1ccc(OC)c(S(=O)(=O)N(C)CC(=O)N2CCN(c3ccccc3)CC2)c1	1466	-1	·	0.7	0.6	0	4	0	4	-3	5
Cc1cc(NC(=O)CSc2nnc(-c3ccccc3)n2C)no1	1655	5	0.58	0.9	-0.3	0	-3	4	-1	-10	0
NC(=O)CC1NC(=O)c2ccccc21 (centres undefined)	1407	24	·	2.2	1.9	-5	-10	-6	-6	2	-3
Cc1sc(NC(=O)Cn2c(=O)oc3ccccc32)nc1-c1ccc(Cl)cc1	1477	18	·	2.9	0.3	2	10	-3	0	-8	-3
CCCN1C(=O)c2cc(C(=O)Nc3ccc(OC)c(OC)c3)ccc2C1Nc1ccc(OC)c(OC)c1 (centres undefined)	1398	-6	-2	5.9	-0.4	4	-2	4	5	6	0
C/C(=N/NC(=O)CNC(=O)/C=C/c1ccco1)c1ccc(Cl)cc1	1562	-5	-0.38	0.7	-0.7	1	-5	3	4	2	2
c1ccc(Sc2cnc3ccccc3n2)cc1	1602	7	-1.4	-0.3	0.2	7	-5	2	10	·	3
CN1CCN(CCC(=O)Nc2ccc3c(c2)OCO3)CC1	1552	12	·	-0.4	2.3	3	-2	-1	0	·	-4
COCCn1nnnc1CN1CCC(O)(c2cccc(C(F)(F)F)c2)CC1	1579	1	·	-0.6	-2.0	4	-7	-2	1	-9	-6
O=C(Nc1ccc2nc[nH]c2c1)c1ccco1	1550	6	0.64	-0.5	-1.3	-10	5	3	-2	-40	-5
Cc1ccc(C(=O)Nc2c(C)n(C)n(-c3ccccc3)c2=O)cc1S(=O)(=O)N1CCOCC1	1447	-4	0.66	·	-0.1	-2	-3	3	-1	·	·
O=C(CCN1C(=O)c2ccccc2C1=O)NCc1ccncc1	1350	5	·	-0.9	-2.6	-6	28	4	-2	-5	-6
C=CCn1c(COc2ccccc2C)nnc1SCC(=O)O	1508	4	·	0.7	1.1	15	-7	-5	6	4	-1
CCn1c(SCC(=O)N/N=C/c2ccc(C)o2)nnc1-c1ccc(C(C)(C)C)cc1	1647	-24	·	0.8	0.2	7	12	7	9	3	-4
CCC1(C)CC(C(CC(=O)O)c2ccc(C)cc2)CCO1 (centres undefined)	1475	-6	-0.022	0.8	0.3	0	3	2	6	·	-4
CC[n+]1c(/C=C2\C=C(C)CC(C)(C)C2)sc2ccccc21	1434	19	-0.3	1.5	-3.1	5	100*	2	-4	·	-3
Cc1cc2oc3c(c(=O)c2cc1C)C(c1cccc(Br)c1)N(Cc1ccco1)C3=O (centres undefined)	1602	3	-0.061	6.5	0.1	-1	28	1	4	4	6
O=C(O)c1cnc(-c2ccccc2)nc1Sc1ccccc1Cl	1538	-10	·	4.0	2.0	10	-2	3	8	·	4
O=C(CSc1nnnn1Cc1ccccc1)NC1CCCCC1	1523	10	-0.22	-1.2	0.2	5	-1	5	1	2	0
CCc1ccc(C2NC(=S)NC3=C2C(=O)CCC3)cc1 (centres undefined)	1510	13	·	1.5	0.5	-4	10	11	9	1	-3

Entries shown so far with two or more sulfur atoms:
SMILES	TR-FRET SRC-2 ct	bIAP inhibitor	ROMK mod	RAM network inh	Redox H2O2 prof	PPARg SRC-3 ag	Lmaj promast	PPARg SRC1 recr	PPARg SRC-2 ag	S1P3 antag	HMGR II inh
c1nc(COc2nsnc2N2CCOCC2)cs1	1352	4	0.88	1.9	0.8	-5	0	0	-2	9	0
O=C(CCCSc1nc2ccccc2s1)Nc1nccs1	1546	15	-0.92	2.0	-0.5	13	11	16	22	-11	-4

The list goes on.
SMILES	TR-FRET SRC-2 ct	bIAP inhibitor	ROMK mod	RAM network inh	Redox H2O2 prof	PPARg SRC-3 ag	Lmaj promast	PPARg SRC1 recr	PPARg SRC-2 ag	S1P3 antag	HMGR II inh
Cc1cccc(-n2c(CNC(=O)COc3ccccc3)nnc2SCC(=O)Nc2nccs2)c1	1488	-4	-1.9	1.3	1.4	2	-6	-2	1	-61	-4
O=c1cc(-c2ccccc2)nc(SCc2ccc(F)cc2)[nH]1	1466	15	0.38	1.6	-0.3	3	-9	1	4	3	-2
CCn1c2ccccc2c2cc(NC(=O)CSc3nnc(-c4ccc(OC)cc4)n3N)ccc21	1425	-2	·	1.9	1.6	2	-1	-4	4	·	-2
CC(NC(=O)COC(=O)CCc1nc2ccccc2c(=O)[nH]1)c1ccccc1 (centres undefined)	1605	-4	-0.088	0.8	-0.2	5	-7	-3	6	20	-4
CN1CCN(C2CCCCCC2)CC1	1421	7	·	1.3	2.2	16	0	1	-1	·	1
COc1ccc(CC2SC(=Nc3ccc(F)cc3)NC2=O)cc1 (centres undefined)	1593	7	2.2	3.3	-0.4	3	4	10	-9	-32	1
O=c1[nH]nc(Cc2ccccn2)c2ccccc12	1529	4	·	0.8	-2.4	2	-6	4	9	-4	1
O=C(/C=C/NCc1ccc(F)cc1)c1ccccc1	1470	-6	-0.77	-1.4	-0.2	1	-7	-4	-6	-13	-3

Not a hit list; overall some 13% were active at least once.
